GLS inh: glutaminase GLS (human) inhibition | O94925 | GLS enzymatic activity, qHTS titration | Potency, µM (doses to about 45.5 µM), for inactives: at the top dose activity change, negative = inhibition, most hits filed as inhibitors | hit rate 0.21% among 410,000; further: potency means the concentration at half of the fitted maximal effect; on the % scale 0 is the no-effect control and ±100 the full control effect
Target sequence (O94925 whole entry, looked up): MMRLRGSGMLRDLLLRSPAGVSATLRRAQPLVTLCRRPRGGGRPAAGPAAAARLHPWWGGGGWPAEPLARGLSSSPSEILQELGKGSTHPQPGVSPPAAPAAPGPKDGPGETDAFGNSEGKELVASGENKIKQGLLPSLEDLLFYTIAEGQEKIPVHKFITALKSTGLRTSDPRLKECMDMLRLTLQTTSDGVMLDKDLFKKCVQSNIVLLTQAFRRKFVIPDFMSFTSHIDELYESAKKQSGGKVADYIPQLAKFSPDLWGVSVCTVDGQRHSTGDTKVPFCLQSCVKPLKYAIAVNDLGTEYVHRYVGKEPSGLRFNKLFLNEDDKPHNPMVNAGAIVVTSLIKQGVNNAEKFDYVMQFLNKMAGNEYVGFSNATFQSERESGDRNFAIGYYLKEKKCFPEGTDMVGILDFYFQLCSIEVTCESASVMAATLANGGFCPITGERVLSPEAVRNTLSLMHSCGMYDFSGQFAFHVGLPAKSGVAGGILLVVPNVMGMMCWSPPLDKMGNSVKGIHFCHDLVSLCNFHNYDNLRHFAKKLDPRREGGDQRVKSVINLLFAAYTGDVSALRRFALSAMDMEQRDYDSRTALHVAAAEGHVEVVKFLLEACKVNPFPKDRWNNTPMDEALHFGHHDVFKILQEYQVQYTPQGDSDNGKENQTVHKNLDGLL
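Human kidney-isoform GLS in 45 mM KH2PO4 pH 8.2, 0.02% Tween-20, with compound, started with 1mM L-Glutamine (added stock). Glutamate oxidase/HRP/Amplex red coupled fluorescence read at start and after 30 min at RT.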
TrxR1 inh: inhibitors of rat thioredoxin reductase 1; recombinant rTrxR1, NADPH fluorescence consumption, selenite substrate; Potency, µM (highest dose often 114 µM), for the others: top-dose activity change, negative = inhibition, hits mostly inhibitors; O89049; AID 588453; hit rate 1% among 390,000; further: potency means the concentration at half of the fitted maximal effect; on the % scale 0 is the no-effect control and ±100 the full control effect; nearly all actives have a fitted effect of over 65% in size
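Rat TrxR1 (90 nM in the dispensed reagent) was pre-reduced with 400 uM NADPH for 5 min at room temperature, then incubated with compound for 15 min. After 400 uM selenite was added, NADPH fluorescence (Ex 340/Em 450 nm) was followed for 8 min.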
Pin1 inh: inhibitors of human Pin1 | Q13526 | Pin1 FP peptide displacement, HiFluor488, 10 min | Potency, µM (doses to about 115 µM), for the others: top-dose activity, negative = inhibition, actives largely listed as inhibitors | hit rate 0.009% among 390,000; active means well fitted inhibition curve with a large enough effect in the polarisation, with a control signal flat, not every such curve was filed as active; inconclusive means small, poorly fitted or top-dose-only effect, or effect the other way, or a change in a side signal; inactive means no such curve, though single readings can be large or run the other way; the % refers to the polarisation; further: potency means the concentration at half of the fitted maximal effect; on the % scale 0 is the no-effect control and ±100 the full control effect
PGK inhibitor: inhibitors of T. brucei phosphoglycerate kinase. P07378. PGK/GAPDH coupled, Kinase-Glo luminescence, 60 min. Potency, µM (highest dose often 57.5 µM), inactives show at the top dose activity change, negative = inhibition, actives largely listed as inhibitors. hit rate 0.043% among 380,000. AID 602233; further: potency means the concentration at half of the fitted maximal effect; on the % scale 0 is the no-effect control and ±100 the full control effect; nearly all actives have a fitted effect of over 60% in size
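Recombinant glycosomal PGK reaction used 1,3-bisphosphoglycerate generated in-well by GAPDH (100nM final) in 100mM TEA pH 7.6, 5mM MgCl2, 0.01% Tween-20. After 60 minutes at room temperature, ATP was read by Kinase-Glo Plus luminescence end-point.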
mIDH1 inhibitor: human IDH1 R132H inhibition | Potency, µM (top dose mostly 76.6 µM), for inactives: at the top dose activity change, negative = inhibition, hits mostly inhibitors | hit rate 0.093% among 390,000 | IDH1-R132H enzyme, NADPH consumption, diaphorase/resazurin fluorescence; further: potency means the concentration at half of the fitted maximal effect; on the % scale 0 is the no-effect control and ±100 the full control effect; nearly all actives have a fitted effect of over 65% in size
Target sequence (O75874 whole entry R132H, stated change not applied): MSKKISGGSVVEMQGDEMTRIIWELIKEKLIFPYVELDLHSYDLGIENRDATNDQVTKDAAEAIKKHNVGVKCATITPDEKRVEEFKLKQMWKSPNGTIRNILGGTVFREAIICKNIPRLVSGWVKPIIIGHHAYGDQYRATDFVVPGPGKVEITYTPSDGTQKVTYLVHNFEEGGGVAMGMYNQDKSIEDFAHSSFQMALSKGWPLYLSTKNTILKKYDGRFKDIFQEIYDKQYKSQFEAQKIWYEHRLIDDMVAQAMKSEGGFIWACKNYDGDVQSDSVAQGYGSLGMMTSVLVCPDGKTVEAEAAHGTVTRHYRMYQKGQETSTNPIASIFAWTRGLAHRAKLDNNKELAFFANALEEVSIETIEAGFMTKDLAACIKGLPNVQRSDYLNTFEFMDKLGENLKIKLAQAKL
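IDH1-R132H (0.5 ug/mL dispensed) in pH 7.5 Tris buffer was preincubated 30 min with compound, then given a substrate mix of 0.016 mM NADPH and 2 mM alpha-KG for 80 min at room temperature; remaining NADPH was read by diaphorase/resazurin fluorescence.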
TrxR1 substrate: rat thioredoxin reductase 1 substrate activity. Potency, µM (doses to about 114 µM), for inactives: at the highest dose activity change, negative = substrate turnover. hit rate 0.01% among 390,000. purified TrxR1 substrate turnover, NADPH consumption readout; further: potency means the concentration at half of the fitted maximal effect; on the % scale 0 is the no-effect control and ±100 the full control effect; nearly all actives have a fitted effect of over 50% in size
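Rat TrxR1, dispensed at 90 nM, was prereduced with 400 uM NADPH (final) for 5 min at ~22 deg C, then incubated with compound 15 min before 400 uM selenite. A first-read NADPH fluorescence drop versus no-compound background flagged substrates.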
PI4K2A block: PI4K2A (human) kinase inhibition. purified PI4K2A, ADP-Glo luminescence, 1 h; stronger effect = lower value. hit rate 0.13% among 420,000. Q9BTU6. activity change, negative = inhibition, % at 76.9 µM; in the data active means activity change below about -50%; inconclusive means mostly about -30% to -49%;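 further: -100% = wells without enzyme as full effect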
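Compounds are screened against recombinant PI4K2A using PI as substrate and ATP, the latter dispensed at 300 microM. Reactions run one hour at ambient temperature before ADP-Glo detection; full inhibition defined by wells lacking enzyme.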
USP1-UAF1 inh: inhibitors of human USP1/UAF1 deubiquitinase; AID 743255; Potency, µM (titrated, usually from 57.1 µM), inactives show at the highest dose activity change, negative = inhibition, hits mostly inhibitors; hit rate 0.23% among 390,000; O94782; recombinant USP1/UAF1, Ub-Rhodamine cleavage fluorescence; further: potency means the concentration at half of the fitted maximal effect; on the % scale 0 is the no-effect control and ±100 the full control effect; nearly all actives have a fitted effect of over 60% in size; inactives centre near -12
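In this screen, compounds sit with the deubiquitinase complex (1nM) for 15 min at room temperature before Ub-Rho is added at 150nM final. Fluorescence rise is then followed for 6 reads every 60 seconds.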
HP1b binding inh: blocks HP1-beta chromodomain binding to methylated histone tails | AlphaScreen HP1-beta / biotin-H3K9me3 peptide binding | Potency, µM (titrated, usually from 114 µM), for inactives: at the highest dose activity change, negative = inhibition, actives largely listed as inhibitors | hit rate 0.56% among 390,000 | AID 540317; further: potency means the concentration at half of the fitted maximal effect; nearly all actives have a fitted effect of over 70% in size; inactives centre near 23
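Compound inhibition of the preformed complex between 50 nM HP1-beta and 50 nM biotinylated H3K9me3 peptide was read by AlphaScreen. Buffer was PBS pH 7.4 with 0.01% Tween-20. Incubations ran 30 min at room temperature, with 10 ug/mL donor/acceptor beads.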
* marks the source's active call; other numbers are inactive results; i = inactive; ? = inconclusive; . = not tested or not shown; & = joins results of further samples; [ ] = dose if it differs, or a comment. Unless noted, the call rests on the fitted dose curve; in most records, active means well fitted curve in the direction sought with a large enough effect; inconclusive means small, poorly fitted or top-dose-only effect, or another doubt; inactive means no such curve, though single readings can be large; an effect the other way counts as inactive or inconclusive. This is a subset; count on the stated rates, not on these rows.

molecule,GLS inh,TrxR1 inh,Pin1 inh,PGK inhibitor,mIDH1 inhibitor,TrxR1 substrate,PI4K2A block,USP1-UAF1 inh,HP1b binding inh
COc1ccc(NC(=O)c2oc3ccccc3c2NC(=O)c2cc3ccccc3o2)c(OC)c1,-11%,12%,-2%,2%,25%,1%,6,-4%,26%
COc1ccc(C)cc1S(=O)(=O)N1CC(C)OC(C)C1 (stereo unspecified),-4%,-1%,-18%,i,0%,-9%,1,-19%,23%
CCC(C)NC(=O)C1CCN(c2nc(OC)nc(OC)n2)CC1 (stereo unspecified),7%,1%,1%,-3%,0%,-6%,1,-7%,21%
COc1ccc(NC(=O)CCS(=O)(=O)c2cc3c(cc2C)NC(=O)CO3)cc1,-4%,-4%[57.1 µM],3%,i,11%,0%[57.1 µM],3,-13%,39%
CCOC(=O)c1c(NC(=O)CSc2nc3nc(C)cc(C)n3n2)sc(CC)c1C,-5%,5%,8%,3%,0%,-2%,3,-7%,20%
CSc1ccc(OC2CCCCC2NS(=O)(=O)c2ccccc2)cc1 (stereo unspecified),10%,7%,-1%,-9%,4%,-10%,-1,-11%,-12%
CC(C)(C)c1cc(CNC(=O)C2CCC(=O)N(Cc3ccccc3F)C2)[nH]n1 (stereo unspecified),-4%,.,.,-2%,-3%,.,6,-21%,.
O=C(COC(=O)C1CC1)Nc1ccc(OC(F)F)cc1,1%,-6%,-11%,-2%,0%,-2%,2,-5%,10%
O=C1c2ccccc2NC(c2ccco2)N1O (stereo unspecified),36%[activator],40µM*,-2%,-1%,2%,-1%,-10,-20%,51%[activator]
CC(C)(C)c1csc(NC(=O)c2cccnc2)n1,-10%,4%,8%,-1%,-2%,-10%,6,-18%,28%
Oc1ccc2ccccc2c1N=Nc1ccccn1,12%,0%[57.1 µM],?,-9%,4%,0%[57.1 µM],-5,-8%,8.9µM*
CCC(=O)C1=C(c2ccc(C)cc2)N(C(=O)CC)n2c(nnc2C2CCCCC2)S1,1%,21%[57.1 µM],-5%,-7%,1%,9%[57.1 µM],5,-11%,41%
CN(CCc1ccccc1)C(=O)c1ccc(NC(=O)Cc2ccc(NC(=O)C3CCCN(S(=O)(=O)c4cccc([N+](=O)[O-])c4)C3)cc2)cc1 (stereo unspecified),-1%,5%,10%,-8%,-10%,-5%,-4,-10%,27%
COc1cc2c(cc1OC)CN(C(=O)c1cc(S(=O)(=O)N3CCOCC3)c(Cl)cc1Cl)CC2,-16%,-2%,1%,-7%,2%,-9%,6,-23%,42%[activator]
CCCCc1cc(=O)oc2cc(OCc3cc(OC)c(OC)c(OC)c3)c(Cl)cc12,6%,6%,-4%,8%,-4%,10%[57.1 µM],5,-6%,17%
COc1ccc(-c2nc3ccccc3o2)cc1OC,-1%,19%,0%,-9%,1%,13%,-4,-24%,133%[activator]
Nc1nc(-c2cc(O)ccc2[N+](=O)[O-])cc(-c2ccccc2)c1[N+](=O)[O-],-28%,-5%,35%[activator],-10%,4%,-6%,-1,-26%,41%[activator]
O=C(Nc1nnc(S(=O)(=O)N2CCc3ccccc32)s1)c1cccc(Cl)c1,6%,1%,3%,7%,0%,10%[11.4 µM],0,-17%,6%
Cc1cc(OCC(=O)Nc2ccc(N3CCN(C)CC3)cc2)ccc1Cl,6%,20%,-4%,-3%,-7%,3%,2,-19%,2%
COc1ccc(Nc2nc(NCCN3CCOCC3)nc(Nc3ccc(OC)cc3)n2)cc1,1%,7%&-3%,6%,1%,0%,8%[57.1 µM],0,-17%,-9%
CCOC(=O)c1c(C)[nH]c(CCC(=O)NCc2ccccc2C)c1C,0%,8%[57.1 µM],?,6%,-2%,-5%[57.1 µM],2,-4%,18%[57 µM]
Cc1cc(N2CCN(C)CC2)nc2ccc(NC(=S)NCCN3CCc4ccccc4C3)cc12,41%[activator],-5%,4%,-8%,-2%,3%,2,-24%,-36%[57 µM]
COc1ccc(NC(=S)NCC2CCN(c3ccc(OC)cc3)C2)cc1 (stereo unspecified),2%,?,1%,2%,4%,-8%,2,-6%,25µM*
CCCCOC(=O)c1ccc(NC(=O)C(=O)NCc2ccccn2)cc1,-7%,-4%[57.1 µM],-9%,-7%,5%,-9%[57.1 µM],0,-23%,44%[activator]
Cc1ccccc1C(=O)Nc1c(C(=O)N2CCN(C)CC2)cnn1-c1ccccc1,14%,-8%,-5%,8%,-1%,-10%,-3,-12%,23%
COc1ccccc1/C=C/C(=O)OCC(=O)NCc1ccc2c(c1)OCO2,-4%,40%[activator],6%,-4%,-7%,12%,-3,-16%,21%
CN1CCN(C(CNC(=O)c2ccc(Br)o2)c2ccc(F)cc2)CC1 (stereo unspecified),-1%,4%,1%,4%,-2%,2%,0,-11%,19%
CCCCNC(=O)CSc1nc(N)c(C(=O)Nc2ccc(OC)cc2)s1,12%,0%,8%,-1%,6%,-3%,-3,-7%,2%
Cc1cccc(C(=O)OCC(=O)c2ccc3c(c2)OCO3)c1O,5%,-6%,10%,-8%,0%,-7%,-5,-7%,21%
CCC(=O)Nc1sc(Cc2ccc3c(c2)OCO3)c(C)c1C(N)=O,-3%,-25%,-7%,5%,9%,-13%,3,-6%,-32%
CN1/C(=C/C=C(C#N)C#N)C=Cc2ccccc21,-14%,14%,?,i,1%,-3%,1,-12%,31%
O=C(NCc1ccccc1)C1CC(=O)N(c2ccc(OCC(=O)N3CCCC3)cc2)C1 (stereo unspecified),0%,1%,-1%,9%,0%,3%,9,-1%,37%[activator]
Cc1ccc(S(=O)(=O)N2CCN(CC(=O)N/N=C/C=C/c3ccccc3)CC2)cc1,5%,2%,0%,4%,1%,5%[57.1 µM],-6,-4%,31%
CN(C)C(=O)c1nc2ccc(Cl)cn2c1CN1CCCC(OCc2cccnc2)C1 (stereo unspecified),-10%,6%,-17%,-4%,9%,4%,-1,-18%,49%[activator]
O=C(NC(=S)NN1CCCCC1c1cccnc1)c1ccc(Br)cc1 (stereo unspecified),-15%,3%[57.1 µM],0%,i,6%,7%[57.1 µM],-2,-13%,12%
Cc1n[nH]c(C)c1S(=O)(=O)N(CC(=O)NC(C)c1ccccc1)c1ccc(C(C)C)cc1 (stereo unspecified),6%,11%,2%,-8%,-4%,-1%,-1,-26%,9%
CN(C)c1ccc(C(CNS(=O)(=O)c2ccc(Br)cc2)N2CCOCC2)cc1 (stereo unspecified),-6%,4%[57.1 µM],-3%,5%,18%,-3%[57.1 µM],-3,-14%,?
CCOC(=O)c1ccc(NC(=O)CN(Cc2ccc(Cl)cc2)S(C)(=O)=O)cc1,6%,19%,2%,-2%,3%,-2%,-3,-12%,17%
CCCn1nnnc1NCc1ccc(C(C)C)cc1,-10%,8%[57.1 µM],-5%,-1%,6%,3%[57.1 µM],-6,-18%,48%
C=C(C)c1cccc(C(C)(C)NC(=O)NCCCN2CCCC2=O)c1,4%,1%[57.1 µM],1%,-3%,-4%,2%[57.1 µM],3,-5%,18%
O=C(COC(=O)C1(c2ccc(F)cc2)CCCC1)N1CCNC1=O,0%,19%,8%,7%,12%,5%,0,-7%,30%
CCOc1ccc(C(=O)NC(C)CCc2ccccc2)cc1 (stereo unspecified),-11%,22%,-5%,-7%,3%,6%,2,-17%,39%[activator]
CCS(=O)(=O)N1CCC2(CC1)OCCN2S(=O)(=O)c1ccc(OC)cc1,-4%,3%,-2%,i,4%,-1%,-2,-19%,34%
CCOC(=O)c1cc(C)sc1NC(=O)CSC1=NCCS1,8%,-2%,1%,i,-5%,-3%,1,-17%,103%[activator]
O=S(=O)(c1cnccc1N1CCN(/N=C/c2ccccc2)CC1)N1CCCCC1,1%,19%[57.1 µM],-2%,-5%,1%,-6%,1,-11%,13%
COc1cc(NS(=O)(=O)c2ccc3c(c2)CC(=O)N3)cc(OC)c1OC,6%,-6%,4%,-6%,23%,-2%,4,-8%,14%
Cc1ccc(N2C(=O)CCC2=O)c(C)c1,-2%,-8%[57.1 µM],3%,0%,1%,-2%[57.1 µM],3,-4%,17%
CCC(CC)C(=O)Nc1cccc(-c2nc3ncccn3c2C)c1,4%,20%[57.1 µM],6%,-1%,10%,157%[activator][57.1 µM],5,?,29%[57 µM]
COc1ccc2ccccc2c1CNC(=O)CC1C(=O)NCCN1CC(C)(C)C (stereo unspecified),-7%,8%,?,i,-10%,6%,-1,?,47%[activator]
CCOC(=O)c1c(C)oc2c1c(C(c1ccncc1)N1CCOCC1)c(O)c1ccccc12 (stereo unspecified),6%,?,-6%,8%,-29%,2%,8,?,71µM*
CC(NC(=O)c1ccc(Br)o1)c1ccccc1 (stereo unspecified),-12%,15%[57.1 µM],-4%,-5%,7%,0%[57.1 µM],4,-4%,32%
CN1C[C@@H]2[C@@H]3C(=O)N(Cc4ccccc4)C(=O)[C@@H]3[C@](C)(C1=O)N2C(=O)c1ccc(C(F)(F)F)cc1,-4%,-1%,-4%,-8%,15%,-1%,-4,-21%,75%[activator]
